# ABCB6 inh MLPCN: human ABCB6 transporter inhibition. fluorescence ratio to DMSO, % at 10 µM. 0.19% of 360,000 active. Q9NP58. K562-ABCB6 porphyrin accumulation, flow cytometry, 1 h; stronger effect = lower value;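 active means fluorescence ratio to DMSO below 75%, the collection mean minus 3 SD; inconclusive means too few cells collected in the well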;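 further: signal is porphyrin accumulated inside mitochondria; 100% equals median channel fluorescence of DMSO control wells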
# ABHD5-PLIN5 inh: inhibitors of human ABHD5-perilipin-5 interaction; Split G. princeps luciferase complementation, luminescence, 4 h; inhibition, % at 4 µM; 0.78% of 360,000 active; Q00G26+Q8WTS1; AID 602281;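 active means inhibition above the mean inhibition across every tested compound plus 3 SD, cut at about 22% in these data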;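 further: 0% = DMSO only wells and the 100% control is not disclosed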
# CaV13 ICDI inh: Disruptors of the CACNA1D IQ motif to Ca2+-dependent inactivation inhibitor domain association, primary screening, Förster resonance energy transfer in intact living … | HEK cells, CFP/YFP FRET ICDI-IQ, plate reader, 10 min; percent FRET-ratio fall versus neutral wells | inhibition, % at 12.3 µM | 0.098% of 340,000 active;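 active means mean replicate inhibition of at least 30% and at least 1% of replicates passing that level; inconclusive means only one of the two criteria is met; inactive means neither criterion is met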;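 further: 0% = median of the neutral control wells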
# Cardio protect: modulators protecting cardiomyocytes from myocardial damage. H9c2 cardiomyocytes, H2O2 injury protection, ATPLite, 2 h. protection from H2O2 cell death, % at 20 µM. 0.63% of 360,000 active. AID 588492;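 active means compounds giving at least 50% protection of heart cells from peroxide-induced death in the single-dose screen, raw or plate-pattern-corrected value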;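 further: 0% = DMSO wells with peroxide and 100% = DMSO wells without peroxide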
# MC4R antag cAMP: antagonists of human melanocortin 4 receptor (MC4R); P32245; MC4R-expressing cells, MTII-stimulated cAMP, LANCE TR-FRET; inhibition, % at 6.5 µM; 0.48% of 360,000 active; AID 540295;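 active means inhibition above its plate's cutoff, the mean of tested wells on that plate plus 3 SD, cut at about 29% in these data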;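 further: 0% = Melanotan II alone and 100% = Melanotan II plus saturating MCL0020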
# Target sequence (P32245 whole entry, looked up): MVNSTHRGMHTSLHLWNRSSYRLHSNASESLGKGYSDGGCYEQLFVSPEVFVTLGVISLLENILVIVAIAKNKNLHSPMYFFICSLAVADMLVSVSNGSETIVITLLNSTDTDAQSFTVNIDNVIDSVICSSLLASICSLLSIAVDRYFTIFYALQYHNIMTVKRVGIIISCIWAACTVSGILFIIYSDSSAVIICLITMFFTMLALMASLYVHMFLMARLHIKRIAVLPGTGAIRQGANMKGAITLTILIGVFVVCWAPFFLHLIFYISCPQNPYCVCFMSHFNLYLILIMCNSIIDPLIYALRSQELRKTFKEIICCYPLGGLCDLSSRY
#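 System: U2OS-MC4R stable cell line; Technique: Eu-cAMP/anti-cAMP TR-FRET, emission 671 nm; Repeats: single well per compound; Also added: Melanotan II; Dosing: one concentration, 6.5 µM nominal; Schedule: 30-min compound, 1-h challenge, 1-h detection, room temperature.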
# PDI inh: inhibitors of human protein disulfide isomerase; 0.052% of 350,000 active; inhibition, % at 10 µM; PDI insulin aggregation turbidity, A650, 90 min;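 active means mean inhibition across replicates of 30% or more, whatever share of single replicates reach that level; inconclusive means mean inhibition below 30% while every single replicate reaches 30%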;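 further: absorbance from insulin aggregation driven by PDI reduction with DTT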
# MC4R ag barr: human MC4R agonism via beta-arrestin; 0.98% of 360,000 active; activation, % at 8.9 µM; U2OS MC4R beta-arrestin complementation, luminescence; percent of melanotan II response, DMSO zero;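 active means activation above a per-plate cutoff, the mean activation of sample wells on that plate plus 3 SD, cut at about 8% in these data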
# Exocytosis inh: blocks lytic granule exocytosis; TALL-104 LAMP-1 surface exposure, flow cytometry; cells stimulated with thapsigargin and PMA; inhibition, % at 10 µM; 0.66% of 360,000 active; AID 651702;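 active means inhibition above about 55%, limit read from the data; inconclusive means no clear call, values can overlap the other calls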
# N-glyco inh: N-linked glycosylation inhibition; D54 ERlucT glycosylation luciferase reporter, 24 h; percent of 100 nM tunicamycin response; reporter increase, % at 12.5 µM; 0.23% of 360,000 active; AID 588692;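 active means mean luciferase reporter signal, scaled so untreated is 0 and the glycosylation-blocking control 100, at or above a set limit in every replicate; inconclusive means mean reaches the limit but not every replicate does; inactive means mean below the limit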;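 further: luciferase carries N-glycosylation sites so blocking glycosylation raises the light; 0% = median of neutral control wells and 100% = median of 100 nM tunicamycin wells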
# HTR2A ag: agonists of mouse serotonin 5-HT2A receptor (HTR2A) | P35363 | activation, % at 7.6 µM | CHO-K1 mHTR2A beta-arrestin complementation, luminescence; percent of 30 µM serotonin response | AID 624169 | 0.66% of 360,000 active;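 active means activation above a run cutoff, the mean activation of all tested compounds plus 3 SD, cut at about 14% in these data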;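 further: 0% = plate median of compound wells and 100% = 30 µM serotonin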
# Target sequence (P35363 whole entry, looked up): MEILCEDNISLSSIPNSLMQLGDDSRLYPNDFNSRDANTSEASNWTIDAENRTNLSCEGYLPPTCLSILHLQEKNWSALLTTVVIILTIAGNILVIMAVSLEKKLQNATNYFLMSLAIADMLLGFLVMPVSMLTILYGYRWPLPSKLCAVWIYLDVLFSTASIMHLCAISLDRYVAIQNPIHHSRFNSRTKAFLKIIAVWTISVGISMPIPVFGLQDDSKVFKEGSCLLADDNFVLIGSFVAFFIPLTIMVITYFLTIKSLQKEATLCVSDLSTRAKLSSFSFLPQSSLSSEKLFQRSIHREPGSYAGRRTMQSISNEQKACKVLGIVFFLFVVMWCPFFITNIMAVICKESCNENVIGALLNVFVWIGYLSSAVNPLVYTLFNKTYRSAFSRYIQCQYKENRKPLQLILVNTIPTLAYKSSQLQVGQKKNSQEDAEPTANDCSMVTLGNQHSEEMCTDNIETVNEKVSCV
# Numbers without * were called inactive; ? = inconclusive; . = no result given.
SMILES,ABCB6 inh MLPCN,ABHD5-PLIN5 inh,CaV13 ICDI inh,Cardio protect,MC4R antag cAMP,PDI inh,MC4R ag barr,Exocytosis inh,N-glyco inh,HTR2A ag
CCOC(=O)c1cc2c(=O)n3ccccc3nc2n(Cc2ccco2)c1=NC(=O)c1ccc(OC)cc1OC,97,10,-2,39,20,-1,-0.2,4,2,10
CCOc1ccc(CCNC(=O)COC(=O)c2ccc(OC(C)C)cc2)cc1OCC,100,12,-6,-8,9,1,2.3,0,2,-2
COc1cccc(C(C#N)NCCCNC(C#N)c2cccc(OC)c2OC)c1OC (centres undefined),97,3,-6,-1,-2,7,2.3,-8,-1,4
COC(=O)C1=C(C(=O)OC)[C@@H]2Nc3ccccc3[C@@]23C[C@@H](C(=O)OC)N(C(=O)c2cccs2)C3=N1,107,-15,-10,4,-7,1,2.2,0,6,7
COC(=O)c1cccc(NC(=S)NCc2ccco2)c1,96,0,-6,-4,5,1,-2.8,2,0,-5
COc1ccccc1C(=O)NNC(=O)C(=O)N1CCCCC1,92,2,-9,3,2,8,-0.5,-3,2,8
Cc1cc(NC(=O)CSc2nnc(CNC(=O)c3ccc(C(C)(C)C)cc3)o2)no1,101,4,-6,-4,5,17,-1.8,-3,-1,-1
CC1C(c2ccccc2)N(C)C(c2ccccc2)CC1(O)c1ccccc1 (centres undefined),97,-16,-8,-21,10,0,3.7,8,-4,10
CCOC(=O)CN1C(=O)C2(OCCCO2)c2ccccc21,96,-1,-7,0,3,16,-1.9,-3,2,1
Cc1ccc(C(=O)NC(=S)Nc2ccc(-c3ccc(CO)o3)cc2)cc1,99,6,-5,-10,2,-1,3.9,10,0,7
Cc1ccc(NC2CCCN(C(=O)c3ccc(C)c(N4CCNC4=O)c3)C2)cc1C (centres undefined),96,1,.,6,3,9,-2.7,5,0,-2
COc1ccc(-c2sc3ccccc3c2/C=C/c2ccc(N)cc2)cc1,96,5,-11,-12,6,-51,-1.3,11,-2,0
O=C(c1ccc(=O)[nH]c1)N1CCN(S(=O)(=O)c2ccccc2)CC1,95,6,-12,8,4,-1,-0.7,-4,0,6
CCOC(=O)[C@H]1[C@H]2COc3ccc(OC)cc3[C@@H]2N2C(=O)c3cc(C)ccc3NC(=O)[C@@]12C,97,1,-4,13,4,12,-1.2,0,2,6
[O-]/C(=C(\C(=S)Nc1cccc2ccccc12)[n+]1ccccc1)c1ccc2c(c1)OCCO2,101,-5,-7,0,13,0,-1.2,5,-1,-4
O=C(Nc1sc2c(c1C(=O)O)CCCC2)c1cccc(Cl)c1,90,2,-1,-4,1,6,0.7,36,-2,3
Cc1cc(C)c2c(=O)[nH]c(SCC(=O)Nc3cccc(S(=O)(=O)N(C)C)c3)nc2n1,104,1,-3,-5,-1,-4,-0.1,3,4,-5
CCOc1cc(NC(=O)c2cccs2)c(OCC)cc1NC(=O)CCC(=O)NCCN1CCOCC1,96,-10,-11,4,-2,0,-2.3,26,-3,5
C=CCn1c(C(C)n2c(-c3cnccn3)nc3ccccc32)nc2ccccc21 (centres undefined),.,1,-3,.,.,.,.,-4,.,2
CC(=C/c1ccc(C(C)C)cc1)/C=N/NC(=O)Cn1nnnc1N,99,-11,-4,-2,8,1,1.4,-5,1,-6
CCOc1ccc(CCNC(=O)CN2C(=O)c3cccnc3Oc3ccc(C)cc32)cc1OCC,98,-3,-2,-2,-1,.,0.6,-2,0,-3
Cc1cc2nc(C)n(CCCNC(=O)Nc3ccc(F)cc3)c2cc1C,87,3,-3,-18,3,-1,1.7,1,0,-2
COc1cc(C(=O)Oc2c(CN3CCOCC3)cc(Cl)c3cccnc23)cc(OC)c1OC,97,6,.,41,4,2,-1.1,7,-11,-19
COCC1CCCCN1C(=O)c1ccc(OC2CCN(CCc3ccccc3)CC2)cc1 (centres undefined),98,2,-5,0,-2,12,-2.0,4,-4,-2

# 3 entries from above, bar-delimited:
Structure | ABCB6 inh MLPCN | ABHD5-PLIN5 inh | CaV13 ICDI inh | Cardio protect | MC4R antag cAMP | PDI inh | MC4R ag barr | Exocytosis inh | N-glyco inh | HTR2A ag
COc1ccccc1C(=O)NNC(=O)C(=O)N1CCCCC1 | 92 | 2 | -9 | 3 | 2 | 8 | -0.5 | -3 | 2 | 8
Cc1cc(NC(=O)CSc2nnc(CNC(=O)c3ccc(C(C)(C)C)cc3)o2)no1 | 101 | 4 | -6 | -4 | 5 | 17 | -1.8 | -3 | -1 | -1
CC1C(c2ccccc2)N(C)C(c2ccccc2)CC1(O)c1ccccc1 (centres undefined) | 97 | -16 | -8 | -21 | 10 | 0 | 3.7 | 8 | -4 | 10

# (continued)
SMILES,ABCB6 inh MLPCN,ABHD5-PLIN5 inh,CaV13 ICDI inh,Cardio protect,MC4R antag cAMP,PDI inh,MC4R ag barr,Exocytosis inh,N-glyco inh,HTR2A ag
O=C(NN=Cc1c(O)ccc2ccccc12)C1CC1,90,8,-8,49,-5,-1,-0.5,-10,-3,-8
Cc1ccc(NC(=O)Nc2cccc(F)c2)nc1,101,0,-1,-4,18,-2,2.4,-2,1,-3
O=C(CO/N=C/c1c(Cl)cccc1Cl)NNC(=O)c1ccc(Cl)cc1,94,-2,-5,7,-6,-15,0.4,0,0,1
Cc1ccc(-n2c(=S)[nH]c3nc4c(cc3c2=O)COC(C)(C)C4)cc1,92,-2,-6,4,-1,-1,-2.5,0,-3,4
COc1ccc(N=CC2CCCCC2=O)c([N+](=O)[O-])c1 (centres undefined),92,7,-6,-6,-27,2,-2.2,0,3,-6
CN(Cc1ccccc1)C(=O)CN(c1ccccc1Cl)S(C)(=O)=O,99,0,-20,2,0,-5,0.8,0,0,8
Cc1ccccc1CN1CCNC(=O)C1CC(=O)NCCN1CCCCC1=O (centres undefined),102,-3,-7,2,0,3,-2.4,-3,0,5
CC1CCN(S(=O)(=O)c2ccc(C(=O)Nc3sccc3C(N)=O)cc2)CC1,91,-3,-6,-21,10,-5,8.2,4,3,-5
Nc1cc(S(=O)(=O)c2ccc(N3CCCCC3)c(N)c2)ccc1N1CCCCC1,108,-16,-4,-10,10,1,2.3,0,-2,7
COc1cc(OC)c(NC(=O)CS(=O)(=O)Cc2nc(-c3ccc(C)cc3)oc2C)cc1Cl,85,3,-5,2,-4,.,0.6,3,3,9
CCOc1ccc(NC(=O)CN(C)C(=O)c2ccc(C3SCCS3)cc2)cc1OCC,100,-2,-6,-4,16,-9,-1.9,-15,-1,-8
O=C1NC(Cc2ccccc2)c2nc3ccc(F)cc3c(=O)n2-c2cc3ccccc3cc21 (centres undefined),96,6,-5,26,10,2,2.3,0,7,2
CCCc1c(O)nc(SCCN(CCC)CCC)[nH]c1=O,90,0,-5,4,2,4,-0.1,21,2,1
CCCCNC(=O)c1nc(-c2cccs2)oc1-c1ccc(Cl)cc1,.,-9,-9,.,.,.,.,5,.,-2
CC(Oc1ccc(Br)cc1)C(=O)NCC(C)(C)N1CCOCC1 (centres undefined),97,-8,-6,-5,9,2,-1.7,?,-1,8
O=C(N1CCOCC1)N(Cc1ccccc1)c1ccccn1,92,-4,.,-3,-2,-5,-1.4,1,0,3
O=C(/C=C/c1ccco1)Nc1ccc(Oc2ccc(Cl)cc2)cc1,109,0,.,-21,-11,8,3.7,-2,10,-4
COc1cccc(Nc2nc(-c3sc(NC(=O)c4ccco4)nc3C)cs2)c1,97,-15,-6,50*,35*,-1,-0.6,-2,-4,1
Cc1cc(C)c2c(c1)-c1cc(C)nn1C(c1ccc3c(c1)OCO3)N2 (centres undefined),101,-4,-4,-8,8,-3,-0.7,-2,3,2
CCN(CC)S(=O)(=O)c1ccc(N/N=C/c2ccc(O)cc2)nc1,88,0,16,-8,-2,-8,2.1,-1,-2,-4
COc1ccc(OCC(=O)Nc2cccc(NC(=O)COc3ccc(OC)cc3)n2)cc1,97,-7,-7,-1,1,-7,13*,-6,-3,0
CN(C)N1C(N)=C(C#N)C(c2cccnc2)C2=C1CC(C)(C)CC2=O (centres undefined),102,-2,.,1,1,15,-2.2,-3,2,-3
CCOc1cccc(NCc2cc3c(C(C)(C)C)nn(-c4ccccc4)c3[nH]c2=O)c1,93,-4,-7,40,5,-7,1.5,1,1,6
Cc1ccc(-n2c(-c3cccnc3)n[nH]c2=S)c(C)c1,99,4,-6,-6,0,17,0.0,6,1,8
COC(=O)N1CCCCC1c1cc(C(=O)Nc2ccc3c(c2)OCO3)no1 (centres undefined),99,-4,-10,4,-4,-2,-1.7,-4,4,-1
CCOc1ccc(N2CC(C(=O)Nc3ccc4c(c3)OCCO4)CC2=O)cc1 (centres undefined),96,2,-4,-7,-1,-4,0.4,-5,-2,0
CCCCCCCC/C=C\CCCCCCCC(=O)NCCO,100,1,-5,-3,-3,6,-0.3,-5,-1,5
Brc1ccc(-c2nnc(-c3cccc(Br)c3)o2)cc1,102,0,1,-6,7,-2,-0.9,-7,3,5
CCCCC1=CC2=C(c3ccco3)C(=O)C(C)(OC(=O)c3ccc(OC)cc3)C(=O)C2=CN1c1ccccc1 (centres undefined),119,-6,.,-3,10,0,2.3,12,-2,3
CCCNC(=O)C(=O)NCC(c1ccc2c(c1)OCO2)N1CCN(c2ccc(F)cc2)CC1 (centres undefined),91,-1,-3,-3,4,-4,-2.5,-4,-2,-7
Cc1ccc(C(=O)CN2C(=O)NC3(CCCCCC3)C2=O)c(C)c1,99,6,-5,0,3,-23,-0.8,0,-1,4
CN(C)c1ccc(C(CNC(=O)Cc2cccc3ccccc23)N(C)C)cc1 (centres undefined),102,7,-4,0,10,1,1.7,-6,-1,-3
CC1(C(=O)NCCC#N)CCN1C(=O)c1ccccc1CCc1ccccc1 (centres undefined),95,4,-11,2,-6,1,-1.1,2,0,2
Cc1ccc(C(=O)CSc2nc(N)cc(=O)[nH]2)cc1,98,-7,-4,2,13,6,-1.6,-9,1,1
CCOc1ccccc1N1CC(C(=O)N2CCN(Cc3ccc(C#N)cc3)CC2)CC1=O (centres undefined),96,7,-5,-5,4,-2,0.8,10,0,1
O=C(NCc1ccccc1)c1ccc2c(c1)C(=O)N(Cc1cccnc1)C2=O,100,-3,-3,5,-2,8,-2.5,0,3,1
COc1ccc(/C=C/C(=O)OCC(=O)N2c3ccccc3CC2C)cc1OC (centres undefined),100,4,-6,4,4,-3,-0.6,-5,1,4
Cc1ccc(S(=O)(=O)n2nc(OC(=O)c3ccccc3F)cc2N)cc1,164,8,-3,7,-4,-3,-1.4,-3,4,6
COC(=O)c1ccc(C(=O)OC)c(NC(=O)CN(C)Cc2cccc(Cl)c2Cl)c1,93,-1,-5,5,-12,-2,-3.2,12,-7,9
O=C(Nc1nnc(C2CC2)o1)c1ccc(S(=O)(=O)N2CCc3ccccc3C2)cc1,106,-13,-5,20,12,-4,-1.3,1,1,-3
COc1ccc(C(CNC(=O)C(C)Oc2ccc(Br)cc2)N2CCCCC2)cc1 (centres undefined),119,3,-2,2,8,-2,1.4,-5,-3,-13

# Source: PubChem (several laboratories)
